# ADAM10 inh = human ADAM10 inhibitors, primary screen, biochemical, QFRET, HTS. Disintegrin and metalloproteinase domain-containing protein 10 (Homo sapiens), O14672. recombinant ADAM10, EDANS/DABCYL FRET peptide cleavage, 3 h. inhibition, % at 7 µM. 0.62% of 370,000 active;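 active = inhibition above a per-campaign cutoff equal to the mean of compounds falling between control-based bounds plus 3 SD, cut at about 20% in these data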;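 also: 0% = DMSO wells while the 100% control is not disclosed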
# Target sequence (O14672 214-748 limits assumed): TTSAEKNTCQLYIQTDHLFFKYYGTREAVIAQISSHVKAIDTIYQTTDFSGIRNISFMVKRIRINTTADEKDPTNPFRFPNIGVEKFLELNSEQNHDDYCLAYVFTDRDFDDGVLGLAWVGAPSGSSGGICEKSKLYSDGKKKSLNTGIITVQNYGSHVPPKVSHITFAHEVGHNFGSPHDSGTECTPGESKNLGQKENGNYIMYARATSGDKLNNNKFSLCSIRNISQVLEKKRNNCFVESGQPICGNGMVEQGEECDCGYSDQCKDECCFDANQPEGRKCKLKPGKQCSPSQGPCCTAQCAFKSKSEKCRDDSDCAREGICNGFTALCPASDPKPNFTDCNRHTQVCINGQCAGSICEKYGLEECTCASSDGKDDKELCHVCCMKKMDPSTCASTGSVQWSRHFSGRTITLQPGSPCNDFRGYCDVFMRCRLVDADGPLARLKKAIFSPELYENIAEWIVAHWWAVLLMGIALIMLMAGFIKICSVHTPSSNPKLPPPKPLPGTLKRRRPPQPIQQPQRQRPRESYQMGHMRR
# ASAP1 GAP inh = inhibitors of human ASAP1 ArfGAP activity, primary screen, biochemical, fluorescence polarization | Arf-GAP with SH3 domain, ANK repeat and PH domain-containing protein 1 (Homo sapiens), … | ASAP1-stimulated ARF1 GTP hydrolysis, GDP FP detection | inhibition, % at 16.5 µM | 0.19% of 360,000 active; in the data active = inhibition above about 25%;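 also: 0% = vehicle with enzyme and substrate and 100% = no enzyme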
# PLC-gamma1 inh = PLC-gamma1 enzyme inhibitors, primary screen, biochemical, fluorescence, purified enzyme; 1-phosphatidylinositol 4,5-bisphosphate phosphodiesterase gamma-1 (Homo sapiens), P19174; fluorogenic substrate; inhibition, % at 12.2 µM; 0.84% of 370,000 active; AID 720700, 2013; in the data active = inhibition above about 9.5%
# DDE Tn7 FP inh = inhibitors of Tn7 peptide binding to fibrin DD(E), primary screen, biochemical, fluorescence polarization, human fibrin, Tn7 probe; Fibrinogen beta chain (Homo sapiens), P02675; AID 720508, 2013; inhibition, % at 8.3 µM; 0.13% of 370,000 active; FP displacement of FITC-Tn7 peptide from fibrin DD(E); 0% = median of compound wells per plate;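 active = inhibition above the mean of compounds falling within the control limits plus 3 SD of them, cut at about 14% in these data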;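 also: 0% = plate median of compound wells and 100% = 10 µM Aha-Tn7 peptide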
#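 Assay system: Human fibrin DD(E) protein | Medium: Tris buffer with calcium and detergent, pH 7.8 | Reagent: 0.1 µM fluorescent Tn7 | Compound dosing: Single point at 8.3 µM | Times: 10 min preincubation, 3 h with tracer, room temperature | Detection: Fluorescence polarization of the labelled Tn7 tracer | Controls: Aha-Tn7 high control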
# ADAM17 inh = ADAM17 inhibitors, primary screen, biochemical, QFRET | recombinant ADAM17, EDANS/DABCYL FRET peptide cleavage | inhibition, % at 6.95 µM | 0.83% of 370,000 active;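 active = inhibition above the mean of compounds lying between control limits plus 3 SD, set per campaign, cut at about 8.5% in these data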;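 also: 0% = DMSO-only wells as the low control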
# TDP2 absorb = human TDP2 enzyme inhibitors, primary screen, biochemical, epi absorbance, recombinant enzyme; Tyrosyl-DNA phosphodiesterase 2 (Homo sapiens), O95551; 0.34% of 370,000 active; inhibition, % at 12.8 µM; T5PNP hydrolysis, p-nitrophenol absorbance 415 nm;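 active = inhibition above the mean of all tested compounds plus 3 SD, set per campaign, cut at about 25% in these data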;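 also: 0% = DMSO with enzyme and 100% = buffer with substrate but no TDP2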
#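 Assay system: Recombinant human TDP2 | Quantity: 120 nM TDP2 per well | Incubation: 2 h at 37 °C | Signal: Epi absorbance | Evaluation: Percent inhibition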
# SIAE inh = human SIAE inhibitors, primary screen, biochemical, fluorescence polarization, FP-Rh probe, 1536-well HTS. SIAE FP-Rh probe binding. inhibition, % at 9.66 µM. 0.69% of 370,000 active;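 active = inhibition above a cutoff: mean of compounds within the control limits plus 3 SD of those, cut at about 17% in these data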;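 also: 0% = plate median of compound wells and 100% = probe without SIAE protein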
# Target sequence (Q9HAT2 whole entry, looked up): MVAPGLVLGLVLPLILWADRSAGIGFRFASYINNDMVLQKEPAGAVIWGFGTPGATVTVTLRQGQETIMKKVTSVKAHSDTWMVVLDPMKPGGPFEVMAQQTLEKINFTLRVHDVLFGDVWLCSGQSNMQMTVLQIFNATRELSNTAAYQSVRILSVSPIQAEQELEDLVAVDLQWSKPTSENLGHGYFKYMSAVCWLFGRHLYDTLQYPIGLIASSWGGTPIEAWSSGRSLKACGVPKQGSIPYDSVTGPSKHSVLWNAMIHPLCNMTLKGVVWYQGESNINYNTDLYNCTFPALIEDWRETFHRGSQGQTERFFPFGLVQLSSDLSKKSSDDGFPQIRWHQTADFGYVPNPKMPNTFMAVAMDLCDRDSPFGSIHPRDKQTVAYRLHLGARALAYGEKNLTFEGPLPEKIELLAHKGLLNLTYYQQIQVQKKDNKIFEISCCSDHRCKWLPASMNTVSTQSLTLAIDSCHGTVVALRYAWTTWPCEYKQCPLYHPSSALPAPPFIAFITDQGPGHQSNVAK
# PLC-beta3 inh = human PLC-beta3 inhibitors, primary screen, biochemical, fluorescence; 1-phosphatidylinositol 4,5-bisphosphate phosphodiesterase beta-3 (Homo sapiens), Q01970; Purified PLC-beta3, fluorogenic substrate; inhibition, % at 12.2 µM; 0.18% of 370,000 active; in the data active = inhibition above about 11%;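 also: 0% = median of compound wells on plate and 100% = full blocker control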
# Tn6 DDE FP = inhibitors of Tn6 peptide binding to fibrin DD(E), primary screen, biochemical, fluorescence polarization, human fibrin, Tn6 probe. AID 720509, 2013. Fibrinogen beta chain (Homo sapiens), P02675. 0.21% of 370,000 active. inhibition, % at 8.3 µM. Fibrin DD(E) TRITC-Tn6 fluorescence polarization displacement;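 active = inhibition above a per-campaign cutoff: mean of compounds within control limits plus 3 SD, cut at about 15% in these data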;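 also: 0% = median of all compound wells on the plate and 100% = blocking peptide control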
# ARFGAP1 inhibitor = inhibitors of rat ARFGAP1 GAP activity, primary screen, biochemical, fluorescence polarization, GDP tracer. AID 651572, 2012. 0.26% of 360,000 active. Arfgap1-stimulated ARF1 GTP hydrolysis, GDP FP detection. inhibition, % at 16.5 µM. ADP-ribosylation factor GTPase-activating protein 1 (Rattus norvegicus), Q62848;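 active = inhibition above a per-plate limit, mean inhibition of low control wells plus 3 SD, cut at about 25% in these data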;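 also: 0% = DMSO wells with enzyme and 100% = wells lacking Arfgap1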
#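 Assay system: Rat Arfgap1 GAP domain (His6, aa 1-136), purified enzyme | Buffer or medium: HEPES 25 mM pH 7.5, NaCl 150 mM, MgCl2, DTT | Schedule: GTP hydrolysis reaction 2 h at 25 °C | Signal: FP of antibody-bound GDP Alexa 633 tracer, ex 620/em 688 nm | Measure: Percent inhibition of Arfgap1-stimulated GTP hydrolysis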
# The depositor's hits bear a star; i = inactive; . = no result given.
SMILES,ADAM10 inh,ASAP1 GAP inh,PLC-gamma1 inh,DDE Tn7 FP inh,ADAM17 inh,TDP2 absorb,SIAE inh,PLC-beta3 inh,Tn6 DDE FP,ARFGAP1 inhibitor
Cc1ccc(S(=O)(=O)NCCCNS(=O)(=O)c2ccccc2Br)cc1,-7,6,3,11,-3,4,0,-1,9,10
C[C@H](CO)N1C[C@H](C)[C@@H](CN(C)S(=O)(=O)c2cccs2)Oc2c(NC(=O)Nc3ccccc3)cccc2C1=O,-1,5,-2,-1,2,-8,-2,1,1,13
CCCCc1c(-c2ccccc2OC)ncn1Cc1cc(F)ccc1F,-6,1,-3,-2,-2,10,3,-3,1,4
O=S(=O)(NCc1ccccc1Cl)c1ccc(-n2cccn2)cc1,-4,-14,2,1,-1,-2,3,-5,-8,9
Cc1nn(C)c(C)c1S(=O)(=O)N1CCCC(C(=O)NC2CCCCCC2)C1 (stereo not drawn),-8,-3,-1,0,-2,3,2,4,-1,6
CCCCOC(=O)CSCC(=O)Nc1cc(C)on1,-4,11,-1,-6,-5,7,-1,1,6,1
COc1ccc(NC(=O)C(OC)c2ccccc2)cc1Cl (stereo not drawn),-3,-5,-3,4,-3,0,9,1,3,1
S=C1NCN(CC2CC2)CN1,-12,5,0,-2,-6,5,3,-1,3,2
COc1ccc(CS(=O)(=O)CC(C)(O)c2ccccc2)cc1 (stereo not drawn),-3,4,1,0,0,8,5,0,6,1
COc1ccc(-n2nc(C(=O)NCC(=O)Nc3ccccn3)c3ccccc3c2=O)cc1,0,9,-1,-8,0,-5,0,-2,-6,-1
Cc1ccccc1-c1cnc(C(O)c2ccc(Cl)cc2C)[nH]1 (stereo not drawn),3,7,5,1,3,0,3,6,-4,-1
COc1ccccc1C(=O)COC(=O)COc1cccc2c1OC(C)(C)C2,5,-4,3,-2,1,-2,-3,-5,1,6
CCOC(=O)C1=C[C@@H](C(C)(C)C)N(S(=O)(=O)c2ccc(C)cc2)[C@H]1c1ccc(F)cc1,7,0,3,5,1,-1,-9,7,3,-8
O=C(Cc1ccsc1)NCC(c1ccco1)N1CCCCC1 (stereo not drawn),-8,3,-9,2,-2,-9,2,-9,4,-9
Cc1ccccc1N(C(=O)CNC(=O)c1ccco1)C(C(=O)NC1CCCCC1)c1ccncc1 (stereo not drawn),-2,9,1,4,-3,-18,-5,-5,-13,0
COc1cccc(NC(=O)C2CC(=O)N=C(N)S2)c1 (stereo not drawn),-3,3,2,-5,-2,5,2,5,3,0
Cc1ccc(S(=O)(=O)/C(C#N)=C/c2ccccc2OCc2ccccc2)cc1,-18,-5,4,1,-8,6,-6,-8,5,-13
COc1cccc(Cn2cc(COC(=O)N3CCOCC3)nn2)c1,-15,.,-1,8,-9,-2,0,-1,-3,.
COc1ccc(/C=C2\SC(=O)N(CCCC(=O)Nc3ccc(C(=O)O)cc3)C2=O)cc1OC,-8,-7,-2,0,-4,0,-6,-15,4,10
CCCC1=C(C(=O)OCC)C(c2ccc(OC)c(C)c2OC)C(C#N)=C(N)O1 (stereo not drawn),-7,-8,-11,5,0,-1,6,-16,-6,2
CSc1ccc(CNC(=O)C2(C)CCCN2CC(C)C)cc1 (stereo not drawn),-30,1,-5,0,-1,1,-4,-7,-11,1
Cc1ccc(N2CC(C(=O)Nc3nccs3)CC2=O)cc1Cl (stereo not drawn),0,12,0,4,-3,2,-3,2,2,2
Cc1[nH]c(-c2ccco2)nc1C(=O)O,-2,6,-2,4,-7,12,5,-1,-1,11
O=c1[nH]c(CSc2ncnc3sccc23)nc2cc(C(F)(F)F)ccc12,-3,3,-7,4,-8,6,-7,-17,8,-8
O=C(N1CCc2[nH]c3ccccc3c2C1)C(F)(F)F,-47,0,-93,1,-25,4,4,-126,1,-8
Cc1cccc2nc(-c3ccccc3)c(-c3ccc(CN4CCC(c5nc6ccccc6[nH]5)CC4)cc3)nc12,8,1,-16,9,5,2,-18,0,-1,-5
Cc1ccc(OCCn2ccnc2)c([N+](=O)[O-])c1,3,12,13*,-2,0,-28,-7,-1,2,1
COC(=O)C(C)N(C(=O)c1cccc2ccccc12)c1c(C)cccc1C (stereo not drawn),3,-5,3,7,1,-5,3,1,-9,5
O=C(CNC(=S)NC(=O)c1cccc([N+](=O)[O-])c1)c1ccccc1,13,-2,2,-3,4,-13,3,1,3,9
Cc1noc(NS(=O)(=O)c2ccc(NC(=O)/C=C/c3ccc(C(C)C)cc3)cc2)c1C,3,4,0,2,4,1,1,-7,-11,-7
O=C(COc1coc(CN2CCCc3ccccc32)cc1=O)Nc1cccc([N+](=O)[O-])c1,-9,7,-25,3,-6,-2,-1,-34,4,0
COc1ccc2c(c1OC)C(=O)N1C2SC[C@H]1C(=O)NC1CC(C)(C)NC(C)(C)C1 (stereo partly drawn),-43,-3,-8,1,-14,-13,-2,-23,0,-1
Cc1cccc(NC(=O)CNCC(=O)Nc2cccc(C)c2C)c1C,-2,7,3,4,0,-5,2,-6,0,-5
COc1ccccc1NC(=O)CSc1nccn1Cc1ccccc1,-10,-4,-1,5,-5,8,-1,-4,-6,-7
Cc1cc(C)cc(NC(=O)COC(=O)CC2CCCC2)c1,-4,13,0,7,0,-2,-2,-4,3,-2
CC1(C(=O)Nc2ccc3c(c2)OCO3)CCN1C(=O)C1(c2ccc(Cl)cc2)CC1 (stereo not drawn),-5,12,7,-3,-3,-9,2,-12,-8,-3
Cc1cc(C)c2c(n1)nn1c(-n3ccnc3)cc(C)nc21,i,-14,i,-7,-232,-10,-1,i,3,6
Cn1c(=O)c2c(nc(N/N=C/c3cccs3)n2C)n(C)c1=O,-6,-14,-14,7,-4,-6,-7,-18,-4,6
COc1ccc(-c2nnc3cccc(Cl)n23)c(OC)c1,5,0,3,-5,2,-11,17,-1,8,1
CC(C)c1ccc(NC(=O)[C@H]2CSCN2C(=O)[C@@H]2CCC(=O)N2)cc1,6,-12,1,0,-2,15,5,-7,6,-17
O=C(NNc1nc2ccccc2s1)c1ccccc1F,-2,2,0,-2,-2,-6,-3,-1,4,5
CCOc1cc(C(=O)N/N=C/c2cn(-c3ccccc3)nc2-c2cc3ccccc3o2)cc(OCC)c1OCC,-3,1,-6,-5,-4,11,-7,-7,0,4
COC(=O)c1sc2cc(C(F)(F)F)cnc2c1-c1ccccc1,-2,-10,3,-8,-1,5,-1,0,-2,-7
CCOC(=O)N1CCN(C(=O)c2noc3c2COc2ccccc2-3)CC1,-24,6,-6,-3,-12,-3,2,-20,-6,8
CC(=O)Nc1ccc(Sc2ccccc2C(=O)O)c(C(=O)O)c1,-7,3,1,-5,-1,4,10,-4,1,-8
Cc1cccc(NC(=S)NNC(=S)NC2CCCCC2)c1C,1,12,1,3,-1,4,5,-2,5,4
O=[N+]([O-])c1cccc2[nH]ncc12,6,6,2,-3,1,-4,-4,1,1,-2
O=C1CCC/C1=c1\s/c(=C/c2cccnc2)c(=O)n1-c1ccccc1,1,13,-2,2,1,-3,-3,-3,-2,-5
C(=N\c1nccs1)/Nc1nccs1,-2,-7,-1,3,-2,7,0,-2,-6,-17
O=C(Nc1nnc(/C=C/c2ccccc2)s1)c1ccco1,-113,10,-293,-7,-48,-21,-14,-419,7,4
CC(C)[C@@H]1Cc2[nH]c(=S)[nH]c(=O)c2[C@H](C)O1,-9,-1,1,2,-5,3,1,1,2,-7
Cn1c(COc2ccc3ccccc3c2)nnc1SCC(N)=O,-4,-2,-1,3,-1,-6,-1,1,8,-3
O=S(=O)(NC1CCCC1)c1ccc(-n2cnnn2)cc1,9,4,6,5,0,-21,4,1,-1,23
O=C(CNC(=O)c1ccccc1Br)NNC(=O)c1cccs1,5,-8,-1,-4,5,-9,-6,1,2,-14
CC(=O)Nc1cc2ccc(OC(C)=O)cc2oc1=O,i,1,i,-2,i,-8,6,i,-1,12
COc1ccc(-c2cn3c(C)c(C(=O)N4CCN(c5ccccc5)CC4)sc3n2)cc1,-14,-3,-1,-1,1,-8,1,-4,5,3
COC(=O)c1ccc(C)c(NS(=O)(=O)c2ccc(C)c([N+](=O)[O-])c2)c1,0,-1,-3,3,-1,4,0,-3,2,-2
CCCN(c1ccc(C(=O)OC)cc1)S(=O)(=O)c1ccccc1,8,10,9,-7,2,-5,3,2,0,4
COc1cccc(NC(=O)CCC(=O)Nc2cccc(OC)c2)c1,-5,-2,1,-3,0,2,-6,2,1,12
CCOC(=O)N1CCC(Nc2c(-c3ccccc3)c(=O)c2=O)CC1,3,7,2,-7,1,2,6,0,0,17
Clc1cccc(-c2nn3c(Cn4cnc5ccccc54)nnc3s2)c1,6,-7,3,-3,2,-8,2,3,-3,-12
O=c1[nH]c2cc(Cl)cc([N+](=O)[O-])c2c2ccc(Cl)cc12,2,-2,-3,-2,-2,-2,-3,-1,6,9

# Single records, from the list above. Screens in order: ADAM10 inh | ASAP1 GAP inh | PLC-gamma1 inh | DDE Tn7 FP inh | ADAM17 inh | TDP2 absorb | SIAE inh | PLC-beta3 inh | Tn6 DDE FP | ARFGAP1 inhibitor
# Listed for `CCOC(=O)N1CCC(Nc2c(-c3ccccc3)c(=O)c2=O)CC1` = 3 | 7 | 2 | -7 | 1 | 2 | 6 | 0 | 0 | 17
# Listed for `O=C(Nc1nnc(/C=C/c2ccccc2)s1)c1ccco1` = -113 | 10 | -293 | -7 | -48 | -21 | -14 | -419 | 7 | 4
# Listed for `O=C1CCC/C1=c1\s/c(=C/c2cccnc2)c(=O)n1-c1ccccc1` = 1 | 13 | -2 | 2 | 1 | -3 | -3 | -3 | -2 | -5
# Listed for `CCCN(c1ccc(C(=O)OC)cc1)S(=O)(=O)c1ccccc1` = 8 | 10 | 9 | -7 | 2 | -5 | 3 | 2 | 0 | 4
